MRP resist rev: MRP-mediated drug resistance reversal; differential viability (reversal), % at 10 µM; AID 602; H69AR cells + 2 uM doxorubicin, CellTiter-Glo, 72 h; 85,000 tested, 0.04% active;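 active means viability drop by adding the cancer drug above about 55%, with treated viability meeting a 40% cutoff, limit read from the data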;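 further: viability without doxorubicin minus viability with 2 µM doxorubicin for each compound; larger differential means the compound sensitizes cells more to doxorubicin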
Bcl-B displacement: displacers of TR3 peptide from Bcl-B, primary screen, selectivity assay for Bfl-1 inhibitor project, biochemical, fluorescence polarization | AID 748 | FP displacement of FITC-TR3 peptide from Bcl-B; higher % means a stronger effect | 96,000 tested, 0.11% active | displacement, % at 20 µM; hits with a dose series show IC50 in µM;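 active means displacement above 50% at 20 µM plus a fluorescence interference ratio under 1.5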;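 further: plate controls were wells without compound for no effect and wells lacking Bcl-B protein for full effect; a part of the inactive calls stands beside numbers as strong as those of hits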
PLAP inhibition: inhibition of human placental alkaline phosphatase – biochemical, luminescence, HTS (AID 690); 96,000 tested, 0.08% active; inhibition, % at 20 µM; hits with a dose series show IC50 in µM; purified PLAP, luminescent substrate; higher % means a stronger effect; in the data active means a potency from the dose series; inactive means the rest, 99 in 100 with inhibition below about 30%; further: strong numbers were not always called active
NFkB transloc pot: enhances IL-1B driven NFkB nuclear translocation; 94,000 tested, 0.3% active; activation, % at 2 µM; HUVEC IL-1B NFkB p65 nuclear translocation imaging;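 active means activation above 40%, about the mean plus 3 SD, also judged a hit on visual image review; inconclusive means activation above 40% but not a hit on visual review; inactive means activation not above 40% and no visual hit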;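 further: percent activation is computed from the nuclear over cytoplasmic p65 intensity ratio; values of inactives mirror those of a sister screen read the other way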
IL1B NFkB inh: blocks IL-1B driven NFkB nuclear translocation in HUVEC cells; HUVEC IL-1B NFkB p65 nuclear translocation imaging; inhibition, % at 2 µM; 94,000 tested, 0.43% active; AID 796;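 active means inhibition above about 30% together with a positive call from visual inspection of the well image, limit read from the data; inconclusive means inhibition above a set limit but visual check negative; inactive means inhibition not above a set limit, visual check negative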;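 further: nuclear over cytoplasmic p65 intensity ratio measured by imaging; 0% = IL-1B stimulated DMSO wells and 100% = unstimulated DMSO wells; values of inactives mirror those of a sister screen read the other way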
MRP resist rev cytotoxicity: also measured in MRP resist rev; calls as there; viability, %; H69AR cells, CellTiter-Glo, 72 h; measured here: cytotoxicity without doxorubicin
MRP resist rev with doxorubicin: second read-out of MRP resist rev, no call of its own (marks repeat the call); viability, %; measured here: viability with 2 uM doxorubicin; hits give low values
IL1B NFkB inh cell count 2 µM: second read-out of IL1B NFkB inh, no call of its own (marks repeat the call); cell count; measured here: cells passing quality filter;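 raw number of nuclei counted in each imaged well without normalization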
NFkB transloc pot cell count 2 µM: recorded beside NFkB transloc pot, whose call it bears; cell count; measured here: cells passing quality filter
Starred values were filed as active, the others as inactive; u = inconclusive; x = not tested or not shown.

SMILES	MRP resist rev	MRP resist rev cytotoxicity	MRP resist rev with doxorubicin	Bcl-B displacement	PLAP inhibition	NFkB transloc pot	NFkB transloc pot cell count 2 µM	IL1B NFkB inh	IL1B NFkB inh cell count 2 µM
O=c1[nH]n(-c2cccc3cccnc23)c(=O)c2ccccc12	x	x	x	0%	-6%	-5	72	5	72
COC(=O)CNC(c1ccccc1Cl)c1cc(Br)ccc1NC(=O)CCN1CCOCC1 (centres undefined)	x	x	x	-8%	-48%	1	97	-1	97
CN(C)c1ccc(CN2CCCCC2)cc1	-5	88	93	-6%	13%	11	172	-11	172
COc1ccc(Nc2oc(-c3ccccc3Cl)nc2C#N)cc1	-15	14	29	1%	12%	6	75	-6	75
Cc1cc2oc(=O)cc(CN3CCC(C)CC3)c2c(C)c1Cl	3	81	78	-3%	1%	14	82	-14	82
CCOc1ccc(NC(=O)NCCN2C(C)CCCC2C)cc1 (centres undefined)	-3	89	92	1%	3%	1	199	-1	199
COc1ccc(Cn2nnc(C(=O)Nc3ccc(F)cc3)c2N)cc1	-2	97	99	0%	3%	1	88	-2	88
CCc1n[nH]c(=S)n1/N=C/c1ccc2c(c1)OCO2	-6	96	102	7%	10%	2	192	-2	192
CCC(=O)Nc1ccc(C(=O)CSc2nnc(-c3cccnc3)o2)cc1	26	95	69	-6%	-17%	6	149	-6	149
CCOC(=O)c1nn(-c2ccccc2)c(=O)c(C#N)c1C	8	92	84	-8%	-7%	-7	161	7	161
O=C(NC(Nc1ncccn1)C(=O)c1ccccc1)c1ccccc1 (centres undefined)	-11	98	108	12%	12%	12	114	-12	114
CCOC(=O)c1c(NC(=O)c2ccc(Br)o2)sc2c1CCCC2	-9	70	78	7%	-21%	x	x	x	x
O=C(CN1C(=O)C2CC=CCC2C1=O)Nc1nnc(SCc2ccc(F)cc2)s1 (centres undefined)	22	91	69	2%	-29%	-3	165	4	165
CCOC(=O)C1CCN(Cc2cnc(Oc3ccc(Cl)cc3C)s2)CC1	x	x	x	-4%	-33%	-10	125	10	125
CCCSc1nc(N)nc(-c2cccs2)c1C#N	x	x	x	4%	41%	6	130	-6	130
Cc1ccc2oc(NC(=O)N3CCOCC3)cc(=O)c2c1	-4	74	78	-11%	-12%	x	x	x	x
CCNC(=O)c1c(C)nc2ccccn12	2	92	90	-2%	-2%	x	x	x	x
COc1cc(S(=O)(=O)NCc2ccc3c(c2)OCO3)ccc1Cl	-16	90	106	-18%	33%	3	164	-3	164
COc1cc(-c2nc(-c3cccc(C(F)(F)F)c3)no2)cc(OC)c1OC	12	102	90	-4%	-17%	0	117	0	117
Cc1ccc(-c2nnn(CC(=O)N(CC(=O)NC3CCCC3)c3cnc4ccccc4c3)n2)o1	-11	76	87	3%	-30%	-1	97	1	97
CC1CN(CC(=O)N2CCc3[nH]c4ccccc4c3C2)CC(C)O1 (centres undefined)	10	88	78	10%	-22%	12	149	-12	149
O=C(Oc1ccc(-c2nnco2)cc1)N(c1ccccc1)c1ccccc1	2	81	79	-2%	-38%	0	186	0	186
Cc1nc(-c2ccccc2)cc(=O)[nH]1	-5	104	109	-5%	0%	11	101	-11	101
Cc1cc(C)cc(NC(=S)NCc2cccn2C)c1	-9	90	99	-2%	22%	5	178	-5	178
Cc1c(Br)cc(C(=O)N2CCCC2)c(C)c1C	11	94	83	-4%	-56%	2	133	-2	133
COc1ccc(-c2nc(C)ncc2N=Nc2ccccc2)cc1	x	x	x	-12%	14%	14	125	-14	125
O=C1CC(c2cccc(Br)c2)c2cc3c(cc2N1)CCC3 (centres undefined)	x	x	x	-2%	-7%	u	x	-99	119
O=C(c1cccc(Cl)c1Cl)N1CCN(c2ccccn2)CC1	-20	84	104	-3%	-4%	3	129	-3	129
CC(=O)C1=C(O)C(=O)N(CC(=O)O)C1c1ccccc1Cl (centres undefined)	-4	93	97	-5%	9%	1	43	-1	43
COCCn1nnnc1CN1CCC(NC(=O)c2ccc(Br)cc2)CC1	2	89	87	x	x	u	x	-44	140
CCOc1ccc(/C=N/n2c(SC)nnc(C(C)(C)C)c2=O)cc1	3	105	102	-2%	6%	-2	157	2	157
CCCCn1c(SCc2cc(=O)n3ccsc3n2)nc2cc(C(=O)OC)ccc2c1=O	-1	69	70	5%	-5%	x	x	x	x
COc1cc(NC(=S)NC(=O)c2ccc(C)cc2C)ccc1NC(=O)c1cccs1	x	x	x	9%	-10%	13	143	-13	143
CCN1CCN(C(c2cccs2)C(C)NC(=O)c2cccnc2)CC1 (centres undefined)	-5	91	96	-1%	2%	x	x	x	x
Cc1ccc(-c2cc(-c3ccccc3Cl)c(C#N)c(N)n2)o1	-8	73	81	16%	-36%	9	149	-9	149
CCc1cc2c(=O)c(-c3nc4ccccc4[nH]3)coc2c(CN2CCC(C)CC2)c1O	0	82	83	x	x	39	64	-39	64
CCN(CC)CCOc1cc2c(nn1)Oc1ccccc1N2C	3	94	91	4%	-69%	-3	67	3	67
Cc1ccc(-c2nc(CS(=O)CC(=O)NCCCN3CC(C)CC(C)C3)c(C)o2)cc1 (centres undefined)	29	101	72	-7%	-54%	x	x	x	x
CCOc1cc(-c2nn3cnnc3s2)cc(OCC)c1OCC	-22	58	80	8%	2%	-5	153	5	153
Cn1cccc1C1Nc2ccccc2NC2=C1C(=O)CC(C)(C)C2 (centres undefined)	2	94	92	-5%	-20%	-8	195	8	195

Record cards, from the list above. Values in the order: MRP resist rev, MRP resist rev cytotoxicity, MRP resist rev with doxorubicin, Bcl-B displacement, PLAP inhibition, NFkB transloc pot, NFkB transloc pot cell count 2 µM, IL1B NFkB inh, IL1B NFkB inh cell count 2 µM
`CCOC(=O)c1c(NC(=O)c2ccc(Br)o2)sc2c1CCCC2` in the list: -9, 70, 78, 7%, -21%, x, x, x, x
`Cc1c(Br)cc(C(=O)N2CCCC2)c(C)c1C` in the list: 11, 94, 83, -4%, -56%, 2, 133, -2, 133

Compounds listed so far containing bromine (five):
SMILES	MRP resist rev	MRP resist rev cytotoxicity	MRP resist rev with doxorubicin	Bcl-B displacement	PLAP inhibition	NFkB transloc pot	NFkB transloc pot cell count 2 µM	IL1B NFkB inh	IL1B NFkB inh cell count 2 µM
COC(=O)CNC(c1ccccc1Cl)c1cc(Br)ccc1NC(=O)CCN1CCOCC1 (centres undefined)	x	x	x	-8%	-48%	1	97	-1	97
CCOC(=O)c1c(NC(=O)c2ccc(Br)o2)sc2c1CCCC2	-9	70	78	7%	-21%	x	x	x	x
Cc1c(Br)cc(C(=O)N2CCCC2)c(C)c1C	11	94	83	-4%	-56%	2	133	-2	133
O=C1CC(c2cccc(Br)c2)c2cc3c(cc2N1)CCC3 (centres undefined)	x	x	x	-2%	-7%	u	x	-99	119
COCCn1nnnc1CN1CCC(NC(=O)c2ccc(Br)cc2)CC1	2	89	87	x	x	u	x	-44	140

Five compounds picked at random from those above:
SMILES	MRP resist rev	MRP resist rev cytotoxicity	MRP resist rev with doxorubicin	Bcl-B displacement	PLAP inhibition	NFkB transloc pot	NFkB transloc pot cell count 2 µM	IL1B NFkB inh	IL1B NFkB inh cell count 2 µM
Cn1cccc1C1Nc2ccccc2NC2=C1C(=O)CC(C)(C)C2 (centres undefined)	2	94	92	-5%	-20%	-8	195	8	195
O=C1CC(c2cccc(Br)c2)c2cc3c(cc2N1)CCC3 (centres undefined)	x	x	x	-2%	-7%	u	x	-99	119
Cc1c(Br)cc(C(=O)N2CCCC2)c(C)c1C	11	94	83	-4%	-56%	2	133	-2	133
COc1ccc(-c2nc(C)ncc2N=Nc2ccccc2)cc1	x	x	x	-12%	14%	14	125	-14	125
COCCn1nnnc1CN1CCC(NC(=O)c2ccc(Br)cc2)CC1	2	89	87	x	x	u	x	-44	140

Following part.
SMILES	MRP resist rev	MRP resist rev cytotoxicity	MRP resist rev with doxorubicin	Bcl-B displacement	PLAP inhibition	NFkB transloc pot	NFkB transloc pot cell count 2 µM	IL1B NFkB inh	IL1B NFkB inh cell count 2 µM
Cc1ccc2nc(C3CCN(C(=O)NCc4ccccc4)CC3)[nH]c2c1	-7	90	97	-1%	6%	-1	126	1	126
CCOC(=O)CSc1nc2c(c(=O)n(Cc3ccccc3Cl)c(=O)n2C)n1C	7	99	92	7%	-9%	-6	167	6	167
Cc1c(SCCO)c(=O)[nH]c2cc3c(cc12)OCO3	11	104	92	-4%	28%	8	163	-8	163
O=C(NCc1nc2ccccc2[nH]1)c1cc2ccccc2oc1=O	17	103	86	-33%	5%	19	178	-19	178
Cc1ccc(CN2C3=NC(=O)CN3c3ccccc32)cc1	-5	89	94	-5%	6%	-7	84	7	84
COC(=O)c1ccc(C)c(NC(=O)CN2C(=O)c3ccccc3S2(=O)=O)c1	x	x	x	-3%	10%	-3	70	4	70
CC(=O)Nc1ccc(S(=O)(=O)n2cnc(C)c2)cc1	x	x	x	20%	1%	-11	189	11	189
COc1cc(/C=N/NC(N)=S)ccc1OC(=O)c1ccc(C)cc1	x	x	x	-15%	-14%	12	151	-12	151
O=C(Nc1sc2c(c1C(=O)O)CCCCC2)c1ccco1	-6	105	111	2%	-12%	11	127	-11	127
CC12CCC(C(=O)N3CCCCC3)(CC1=O)C2(C)C (centres undefined)	21	119	98	12%	-29%	5	156	-5	156
O=C(NCc1cccc(F)c1)C1CCN(S(=O)(=O)Cc2ccccc2)CC1	0	90	90	4%	19%	-11	89	11	89
O=C(NC12CC3CC(CC(C3)C1)C2)N1CCN(c2nc(-c3ccccc3)cs2)CC1	8	64	56	8%	-4%	-8	163	8	163
CNC(=S)NNC(=O)c1cccc(C(F)(F)F)c1	x	x	x	5%	-84%	2	119	-2	119
COc1ccc(OC)c(-n2nnnc2SCC(=O)Nc2ccc3c(c2)OCCO3)c1	-36	43	79	5%	19%	3	118	-3	118
CN1C(=O)CCC1(O)c1ccccc1 (centres undefined)	8	89	81	-11%	4%	-3	133	3	133
COc1ccc(/C=N/N2C(=O)CSC2=S)cc1	2	110	108	-4%	-40%	23	151	-23	151
CC1Cc2ccccc2N1C(=O)CSc1nc2c(c(=O)n(C)c(=O)n2C)n1Cc1ccc(F)cc1 (centres undefined)	5	11	6	x	x	-15	98	15	98
COc1ccc(C(C(=O)NC2CCCC2)N(C(=O)c2snc(-c3ccc(F)cc3)c2N)c2ccc(OC)cc2)cc1 (centres undefined)	x	x	x	-9%	10%	-2	102	2	102
CCCc1cc(C(=O)NC2CCCCC2)no1	-3	99	101	7%	-7%	x	x	x	x
COCCCn1c(SCC(=O)NCc2ccccc2)nc2ccccc2c1=O	-6	83	89	x	x	8	95	-8	95
CCN1C(=O)c2ccc(C(=O)NCc3ccccc3)cc2C1=O	-7	99	106	-9%	-6%	2	116	-2	116
c1ccc(Cc2nnc3sc(-c4ccccn4)nn23)cc1	x	x	x	7%	-55%	-8	72	8	72

Some of the compounds tested, so the mix of outcomes need not match the whole.
